Screens as filed in PubChem BioAssay.
MLL CXXC-DNA inh – inhibitors of human MLL CXXC domain-DNA interaction; hit rate 0.037% among 290,000; MLL-CXXC / FITC-HOXA9 DNA fluorescence polarization; Potency, µM (top dose mostly 115 µM), for inactives: at the highest dose activity change, negative = inhibition, hits mostly inhibitors; Q03164; active = well fitted inhibition curve with a large enough effect in the polarisation, with a control signal flat, not every such curve was filed as active; inconclusive = small, poorly fitted or top-dose-only effect, or effect the other way, or a change in a side signal; inactive = no such curve, though single readings can be large or run the other way; the % refers to the polarisation; note: potency is the fitted concentration of half-maximal effect
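Fluorescence polarization: 7 uM MLL-CXXC (stock) preincubated 5 min with compounds, then 50 nM fluorescein-HOX-A9 DNA (stock) added; 30 min ambient. Buffer 50 mM Tris-HCl pH 7.5, 50 mM NaCl, 1 mM DTT, 0.05% BSA.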
B2AR arrestin – recruits beta-arrestin to the human beta2-adrenergic receptor; Potency, µM (titrated, usually from 46.1 µM), for inactives: at the top dose activation, actives largely listed as activators; P07550; AID 492947; beta-arrestin recruitment to beta2AR, cell-based reporter; hit rate 0.02% among 330,000;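 note: potency is the fitted concentration of half-maximal effect; 0% = DMSO controls and full agonism = EC100 isoproterenol or metaproterenol; nearly all actives have a fitted effect of over 65% in size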
Target sequence (P07550 whole entry, looked up): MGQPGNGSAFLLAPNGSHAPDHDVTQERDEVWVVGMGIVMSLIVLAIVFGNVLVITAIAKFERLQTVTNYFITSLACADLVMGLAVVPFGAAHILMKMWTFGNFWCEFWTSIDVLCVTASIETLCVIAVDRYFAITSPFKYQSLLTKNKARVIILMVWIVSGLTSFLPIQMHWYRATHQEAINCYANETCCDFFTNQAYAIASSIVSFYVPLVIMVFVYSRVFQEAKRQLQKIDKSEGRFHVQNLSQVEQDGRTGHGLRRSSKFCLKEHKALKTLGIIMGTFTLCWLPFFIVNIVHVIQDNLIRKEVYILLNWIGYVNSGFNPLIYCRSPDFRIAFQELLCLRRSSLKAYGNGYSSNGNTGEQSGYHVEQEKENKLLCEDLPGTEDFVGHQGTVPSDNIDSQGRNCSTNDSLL
TRPV1 agonist – human TRPV1 agonism; hit rate 0.19% among 320,000; TRPV1-expressing cells, Fluo-8 calcium influx, agonist mode; activation, % at 8.33 µM; Q8NER1; in the data active = activation above about 80%; inconclusive = between about 30% and that limit; note: 0% is about no effect
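Cells expressing TRPV1 were dye-loaded with Fluo-8 and read kinetically: 10 s baseline, 3 min after compound (agonist portion), then 2 min after EC20 capsaicin (allosteric enhancer portion). Calcium-bound dye fluorescence at 480/520 nm.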
GALK inh – inhibitors of human galactokinase; P51570; Purified GALK, Kinase-Glo residual ATP luminescence; Potency, µM (titrated, usually from 57.5 µM), for inactives: at the highest dose activity change, negative = inhibition, usual class: inhibitors; hit rate 0.007% among 270,000; AID 1868; note: potency is the fitted concentration of half-maximal effect; % is set by controls: 0 for no effect and ±100 for the full control effect
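Galactose (100 uM) and ATP (35 uM) were turned over by 5 nM GALK for 1 h at RT. Kinase-Glo Plus then converted the remaining ATP into a luminescent signal.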
FBPA coupling cs – counter-screen for Giardia aldolase inhibitors: coupling enzyme system; AID 2472; hit rate 0.67% among 290,000; activity change, negative = inhibition, % at 58.2 µM, hits read low; coupling enzyme system counterscreen, AmpLite Red fluorescence; in the data active = activity change below about -30%; note: % is set by controls: 0 for no effect and ±100 for the full control effect
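Counterscreen of the coupled detection system alone, without aldolase: glyceraldehyde-3-phosphate coupling enzymes plus AmpLite Red readout. Compounds at 57.5 uM final, 10 min RT preincubation, 20 min RT reaction, fluorescence 525/598 nm.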
Giardia killer – Giardia lamblia killing. Giardia lamblia trophozoite viability. activity change, % at 7.66 µM, hits read low. hit rate 0.15% among 340,000; in the data active = activity change below about -80%; inconclusive = between about -30% and that limit;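 note: parasites exposed to compound for two days anaerobically before the ATP read; % is set by controls: 0 for no effect and ±100 for the full control effect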
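Viability, read as ATP luminescence: trophozoites at 100 cells/well, compound added, 48 hrs anaerobic at 37 deg C, then 15-30 min room-temperature development before reading.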
Menin MLL FP TR – displaces Texas Red mutant MLL peptide from human menin. hit rate 0.23% among 270,000. Potency, µM (top dose mostly 61.6 µM), inactives show at the top dose FP activity change, negative = inhibition, actives largely listed as inhibitors. Menin + Texas Red MLL mutant peptide, fluorescence polarization. AID 1768. O00255; active = well fitted inhibition curve with a large enough effect in the polarisation, with a control signal flat, not every such curve was filed as active; inconclusive = small, poorly fitted or top-dose-only effect, or effect the other way, or a change in a side signal; inactive = no such curve, though single readings can be large or run the other way; the % refers to the polarisation; note: potency is the fitted concentration of half-maximal effect; % of control where 0% means no effect; many of its hits are not listed in these tables
Target sequence (O00255 whole entry, looked up): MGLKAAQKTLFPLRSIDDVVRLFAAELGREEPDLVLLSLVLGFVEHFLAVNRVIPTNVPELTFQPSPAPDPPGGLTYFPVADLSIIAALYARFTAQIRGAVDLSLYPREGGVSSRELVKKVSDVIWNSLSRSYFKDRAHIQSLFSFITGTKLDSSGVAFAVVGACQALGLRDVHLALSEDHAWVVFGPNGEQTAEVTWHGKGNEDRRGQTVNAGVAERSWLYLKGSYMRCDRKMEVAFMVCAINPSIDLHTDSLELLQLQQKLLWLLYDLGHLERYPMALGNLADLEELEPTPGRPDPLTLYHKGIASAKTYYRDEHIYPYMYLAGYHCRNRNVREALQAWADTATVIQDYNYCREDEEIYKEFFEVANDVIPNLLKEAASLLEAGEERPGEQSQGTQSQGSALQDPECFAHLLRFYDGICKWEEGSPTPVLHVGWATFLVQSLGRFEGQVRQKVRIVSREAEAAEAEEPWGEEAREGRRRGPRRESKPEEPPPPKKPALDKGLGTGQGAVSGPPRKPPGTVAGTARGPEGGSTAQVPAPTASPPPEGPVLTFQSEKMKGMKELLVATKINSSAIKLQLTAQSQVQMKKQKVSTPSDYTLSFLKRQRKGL
PKM2 activator – increases activity of human pyruvate kinase M2; Potency, µM (top dose mostly 57.5 µM), without a hit: top-dose activation, hits mostly activators; P14618; hit rate 0.34% among 260,000; purified PKM2, Kinase-Glo ATP luminescence, activation; response scale: 0% is enzyme alone, no compound; note: potency is the fitted concentration of half-maximal effect; % is set by controls: 0 for no effect and ±100 for the full control effect; nearly all actives have a fitted effect of over 55% in size
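Kinase-Glo luminescence reports ATP generated from ADP (0.1 mM) and PEP (0.5 mM) by purified hPK-M2 after 1 h at room temperature, pH 7.2 imidazole buffer; intermediate enzyme activity allows detecting inhibitors and activators.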
KCNH2 3.1 block – blocks the human KCNH2 3.1 channel isoform; U2OS KCNH2 3.1, thallium flux FluxOr; hits give low values; activity change, % (tested at about 1.8 µM); hit rate 0.95% among 340,000; AID 720553;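 active = maximum activity change below -70%; inconclusive = maximum activity change from -70% to -50%; inactive = maximum activity change above -50%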;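 note: thallium influx rate constant from kinetic fluorescence after stimulation buffer; % is set by controls: 0 for no effect and ±100 for the full control effect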
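Thallium flux read-out: FluxOr dye with Red40 quencher in HBSS/HEPES, 45 min at RT. Rate constants from kinetic reads were normalized to positive and negative DMSO controls. Cells: U2OS virally expressing the 3.1 isoform.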
hERG WT inh – KCNH2 (human, wildtype) channel inhibition. hit rate 0.37% among 340,000. Q12809. activity change, % at 1.84 µM. U2OS, BacMam KCNH2, thallium flux FluxOr; hits give low values;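 active = maximum activity change below -70%; inconclusive = maximum activity change between -70% and -50%; inactive = maximum activity change above -50%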; note: % is set by controls: 0 for no effect and ±100 for the full control effect
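U2OS cells were transduced with wild-type KCNH2 virus (2.03 x 10^8 / mL) for 4 h at room temperature, then cultured overnight at 37 C. Thallium flux was read with FluxOr dye. Rate constants were normalized to DMSO controls.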
USP2a block – inhibitors of human ubiquitin-specific protease USP2a; O75604; USP2 core, Ub-CHOP2 coupled fluorogenic reporter, 485/531; Potency, µM (doses to about 38.3 µM), inactives show top-dose activity change, negative = inhibition, actives largely listed as inhibitors; hit rate 0.01% among 330,000; AID 463254;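 note: potency is the fitted concentration of half-maximal effect; plate controls were DMSO wells for no effect and full inhibition by NEM control for full effect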
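Deubiquitinase activity read as fluorescence (485/531 nm) after Ub-CHOP2 cleavage activates the enterokinase reporter on its substrate; USP2 core 10nM, Ub-CHOP2 and substrate 25nM each, 30min compound preincubation then 60min RT; data normalized to NEM, curves fitted.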
* hit, by the source's call; ? = inconclusive; nt = no result given; [ ] = dose if it differs, or a comment. Unless noted, calls come from the whole dose curve; as a rule, active = well fitted curve in the direction sought with a large enough effect; inconclusive = small, poorly fitted or top-dose-only effect, or another doubt; inactive = no such curve, though single readings can be large; an effect the other way counts as inactive or inconclusive. These rows are one share of the data; rates above refer to the full screens.

entry | SMILES | USP2a block | KCNH2 3.1 block | MLL CXXC-DNA inh | GALK inh | Menin MLL FP TR | FBPA coupling cs | hERG WT inh | B2AR arrestin | Giardia killer | TRPV1 agonist | PKM2 activator
1 | Cc1cc(N2CCCC2=O)ccc1S(=O)(=O)Nc1c(C)nn(C)c1C | 10% | 15 | 11% | 1% | -3% | 2 | 4 | 1.3% | 15 | -1 | 0%
2 | O=C(CCn1c(=O)[nH]c2ccccc2c1=O)N1CCN(c2cccc(C(F)(F)F)c2)CC1 | 2% | -8 | 6% | 3% | -3% | 2 | -1 | -0.4% | 10 | 15 | -1%
3 | COc1ccc(C2/C=C\CN(C(=O)C3CC3)[C@H](Cc3ccccc3)C(=O)N2Cc2ccc(F)cc2)cc1 (stereo not given in full) | 4% | 14 | 2% | -2% | nt | -2 | 5 | -0.4% | -13 | 5 | -3%
4 | CC(=O)Nc1cc(NC(C)=O)cc(C(=O)OC(C)C(=O)Nc2ccc(S(=O)(=O)N3CCCC3)cc2)c1 (stereo not given) | 3% | -10 | nt | nt | nt | nt | -4 | 0.0% | 4 | -1 | nt
5 | COc1cc(N)c(C(O)c2nccc3cc(OC)c(OC)cc23)cc1OC (stereo not given) | -3% | 6 | -6% | 2% | -1% | -3 | -4 | -1.3% | 6 | -5 | -3%
6 | CN(C)S(=O)(=O)c1ccc(NC(=O)CN2CCOCC2)cc1 | 12% | -2 | -1% | 0% | nt | 0 | -12 | -0.4% | 0 | 0 | 6%
7 | C/C(CC(=O)Nc1cccc(Cl)c1Cl)=N\NC(=O)C(=O)NC1CCCCC1 | 1% | 9 | 1% | 0% | 6% | 2 | -6 | -0.2% | 17 | 1 | 4%
8 | CC1(C)OC(=O)N(c2ccccn2)C1(C)O (stereo not given) | 1% | 6 | -7% | 0% | 11% | 3 | -5 | -0.3% | 2 | -2 | 0%
9 | Cc1ccc(S(=O)(=O)N2CCC(C(=O)Nc3nnc(C45CC6CC(CC(C6)C4)C5)s3)CC2)cc1 | 7% | nt | -2% | 2% | -11% | 2 | nt | 0.2% | nt | -6 | -2%
10 | Cc1cccc(NC(=O)c2sc(NC(=O)c3ccco3)c(C#N)c2C)c1C | 3% | -83* | 3% | -2% | 34%[activator] | 0 | 7 | -0.2% | 9 | 1 | -4%
11 | Cc1ccc(OCCCn2ccnc2)c([N+](=O)[O-])c1 | -7% | 9 | -5% | 2% | -10% | 6 | -1 | -1.0% | 3 | -2 | 5%
12 | Cc1[nH]c2ccccc2c1C(=O)CSC(=S)N(C)C | -1% | 17 | 1% | 0% | 11% | -10 | 0 | -0.3% | -19 | 5 | 0%
13 | Cc1ccc(-n2ncc3c(NNC(=O)c4ccco4)ncnc32)c(C)c1 | 4% | 5 | 2% | -2% | 6% | 0 | 25 | -1.0% | 14 | 3 | 4%
14 | CC(=O)c1nc(N2C(=O)CC(Cc3cccc(C)c3)C2=O)sc1C (stereo not given) | 1% | 15 | -5% | -3% | 9% | 1 | -4 | -1.1% | -4 | 0 | -3%
15 | O=C1CSC(=Nc2ccc(O)cc2)N1c1ccc(O)cc1 | -2% | nt | 7% | -2% | 2% | -3 | 0 | 0.1% | 5 | 0 | -1%
16 | C=CCNC(=S)Nc1cc(C)ccn1 | 3% | -14 | 1% | -1% | -2% | 2 | -10 | ? | 21 | 4 | 2%
17 | Cc1nn2c(=O)cc(COC(=O)c3ccc(S(=O)(=O)N4CCCCC4)cc3)nc2s1 | 0% | -3 | 4% | 1% | 0% | -1 | 8 | -0.9% | 1 | -5 | 0%
18 | COn1c(SCC(N)=O)nc2ccccc2c1=O | -2% | 4 | 9% | 8% | -1% | 2 | 2 | 0.4% | -9 | 0 | -1%
19 | O=S(=O)(CCc1ccccc1)N1CCOCC1 | -1% | 1 | -9% | 0% | 1% | 1 | 3 | -1.0% | -1 | -2 | -3%
20 | CC(=O)NC(NC(=S)Nc1ccc(S(N)(=O)=O)cc1)C(Cl)(Cl)Cl (stereo not given) | 10% | -8 | -4% | -4% | nt | 3 | -15 | -0.6% | -5 | 3 | -2%
21 | CC(C)C(NS(=O)(=O)c1ccccc1F)C(=O)N1CCc2ccccc2C1 (stereo not given) | -1% | -11 | 4% | -1% | -11% | 2 | -8 | 0.0% | -7 | -1 | 5%
22 | COc1ccc(CNC(=O)COC(=O)c2cc(-c3cccs3)nc3ccccc23)cc1OC | 0% | -3 | 9% | 0% | ? | 0 | -5 | -0.1% | -17 | 88* | ?
23 | Cc1ccc(N2CCN(CC(=O)Nc3c(C(=O)C4CC4)oc4ccccc34)CC2)cc1 | 2% | nt | -5% | 2% | -14% | 1 | nt | -0.1% | nt | -2 | -14%
24 | CCCN(c1ccc(C)cc1)c1nc(=O)c2cccnc2s1 | 1% | -9 | ? | 6% | nt | 7 | -5 | 0.0% | 8 | 24 | -1%
25 | COC(=O)c1csc(S(=O)(=O)N2CCCCC2)c1OC | -1% | -7 | 4% | -2% | nt | 1 | -3 | -0.6% | -29 | 3 | 7%
26 | COc1ccc(CCNC(=O)COC(=O)C2CC2)cc1 | -1% | 1 | -1% | -1% | 2% | 1 | 0 | 0.0% | 14 | 0 | 0%
27 | COc1ccc(NC(=S)NC(=O)/C=C/c2ccc(F)cc2)cc1 | 1% | 21 | 23% | nt | 21% | 1 | 0 | 0.4% | 23 | -6 | nt
28 | Cc1ccc(NC(=S)NC(=O)/C=C/c2ccc(Cl)cc2)cc1 | 0% | -6 | -5% | 2% | -5% | 1 | -7 | -0.6% | -22 | 3 | 1%
29 | CC(=O)c1sc(NC(=O)CCCOc2ccc(Cl)cc2)nc1C | 8% | -4 | 23% | 1% | ? | 3 | -4 | -0.2% | 7 | -4 | 0%
30 | COc1ccc(C(=O)OCC(=O)Nc2nc3c(F)c(F)c(F)cc3s2)cc1OC | 1% | 6 | 7% | 1% | 0% | 0 | 1 | 0.0% | -18 | -2 | nt
31 | O=C(COc1ccccc1[N+](=O)[O-])Nc1cccc(C(=O)Nc2ccccc2C(=O)O)c1 | -9% | -18 | 9% | -1% | nt | nt | 38 | -0.1% | 19 | -1 | 4%
32 | COc1ccc(Oc2ccccc2/C=C/C(=O)O)cc1 | -2% | 6 | -6% | 1% | 6% | 19 | 0 | -0.3% | -25 | 2 | 1%
33 | CCCCn1c(N)c(N2CCOCC2)c(=O)n(CC(=O)NCCc2ccccc2)c1=O | -1% | -36 | 6% | 2% | -9% | 0 | 7 | -1.1% | 3 | 0 | 1%
34 | CC(C)COP(=O)(OCC(C)C)C(Nc1ccccc1)c1ccc(F)cc1 (stereo not given) | 1% | -21 | 20% | -1% | ? | 5 | 8 | ? | 0 | 24 | -8%
35 | O=C(c1ccc(CNc2c(N3CCCC3)c(=O)c2=O)cc1)N1CCc2ccccc2C1 | -2% | 5 | 11% | 2% | -28% | -1 | -14 | 0.0% | -4 | 2 | -11%
36 | C[C@H](CO)N1C[C@H](C)[C@@H](CN(C)S(C)(=O)=O)Oc2ccc(NC(=O)Nc3ccc(C(F)(F)F)cc3)cc2C1=O | 3% | -21 | nt | nt | nt | nt | -6 | -0.2% | 20 | nt | nt
37 | CCCN(CCc1ccccc1)C1CCc2c(O)cccc2C1 (stereo not given) | nt | ? | 7% | nt | -8% | nt | 39 | nt | -9 | nt | nt
38 | CCN(Cc1ccccc1)C1CCN(Cc2ccc(SC)cc2)CC1 | -3% | -11 | 14% | -1% | -19% | 1 | 56 | 0.2% | 4 | 16 | 1%
39 | NC(=O)COC(=O)c1ccc2c(c1)C(=O)N(Cc1ccco1)C2=O | 3% | -12 | -5% | 7% | -1% | 2 | -5 | 0.1% | -4 | -1 | 4%
40 | COc1ccccc1OCCNC(=O)C(c1ccccc1)c1ccccc1 | 1% | -14 | 1% | nt | nt | 5 | -11 | 6.4% | 8 | 3 | -2%
41 | CCOC(=O)CC(=O)CSc1nc(N)c(C#N)c(-c2ccc(F)cc2)c1C#N | -2% | -6 | 3% | 0% | ? | 0 | 2 | -0.2% | 4 | 2 | 0%
42 | Cn1c(NC(=O)c2ccc(F)cc2)nc2ccccc21 | 2% | -1 | -13% | 0% | 12% | -5 | -12 | 0.1% | -8 | 7 | -11%
43 | O=C(NC1(C(F)(F)F)N=C(c2ccccc2)NC1=O)c1ccccc1 (stereo not given) | -1% | 7 | -3% | nt | 2% | 2 | 19 | 0.3% | 13 | 1 | -1%
44 | Cn1ncc2c(N3CCC(Cc4ccccc4)CC3)ncnc21 | 0% | -4 | -3% | 0% | -22% | 0 | 2 | 0.0% | 6 | 14 | 1%
45 | COC(=O)c1cc(C(=O)Nc2nnc(C3CC3)s2)cc([N+](=O)[O-])c1 | 4% | 8 | 2% | 1% | -15% | 2 | -2 | -0.6% | -8 | 0 | -3%
